EBNA-1 inhibitor = blocks EBNA-1 binding to DNA; AID 1950; EBNA-1 DNA binding, fluorescence polarization; inhibition, % at 14.8 µM; hit rate 0.34% among 300,000; in the data active = inhibition above about 28%
Fh CTSL1 inh = cathepsin L1 inhibition, PFM18AAP counter-screen. inhibition, % at 5.96 µM. hit rate 0.49% among 300,000. recombinant F. hepatica cathepsin L1, Z-Leu-Arg-MCA fluorescence;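 active = inhibition above the mean of all tested compounds plus 3 SD, set per screening campaign, cut at about 17% in these data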;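 also: 0% = plate median of test compound wells and 100% = 1 µM Z-Phe-Ala-diazomethylketone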
ZTA counter = ZTA (EBV) inhibition in EBNA-1 counter-screen; P03206; ZTA-DNA binding, fluorescence polarization; inhibition, % at 11 µM; hit rate 0.15% among 320,000; in the data active = inhibition above about 33%
Target sequence (P03206 whole entry, looked up): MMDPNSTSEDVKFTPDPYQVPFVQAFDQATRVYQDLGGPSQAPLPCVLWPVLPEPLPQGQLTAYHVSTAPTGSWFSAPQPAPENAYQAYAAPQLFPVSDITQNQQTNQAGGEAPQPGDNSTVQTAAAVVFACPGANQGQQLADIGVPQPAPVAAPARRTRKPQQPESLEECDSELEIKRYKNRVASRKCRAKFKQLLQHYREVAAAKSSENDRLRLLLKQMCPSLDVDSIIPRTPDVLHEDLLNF
core dimer inh = blocks dimerization of HCV core protein; AID 1899; inhibition, % at 5 µM; TR-FRET GST/Flag-core106 dimerization, 1536-well; hit rate 0.33% among 300,000;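 active = inhibition above the mean of all tested compounds plus 3 SD, set per screening campaign, cut at about 45% in these data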
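System – GST-tagged and Flag-tagged HCV core protein residues 1-106 · Repeats – one well for each compound · Technique – TR-FRET 671 and 617 nm emission · Doses – one concentration, 5 µM, in 0.5% DMSO · Times – 4 h, 22.5 °C incubation · Also added – Eu donor and XL665 acceptor anti-tag antibodies · Measure – percent inhibition of core106 dimerization signal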
PP5 inh = PP5 (human) phosphatase inhibition; P53041; purified PP5c, OMFP substrate fluorescence; hit rate 0.18% among 320,000; inhibition, % at 6.7 µM;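 active = inhibition above the campaign's mean inhibition across all tested compounds plus 3 SD, cut at about 9.5% in these data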;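 also: 0% = DMSO only and 100% = 100 µM cantharidin control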
Efflux pump inh = antifungal efflux pump inhibition, Nile Red retention; S. cerevisiae Candida pump triplex; inhibition, % at 10 µM; hit rate 0.44% among 330,000; AID 485275;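 active = plate passing quality check with inhibition over a set limit, or well fluorescence over plate mean plus 4 SD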;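 also: Nile Red retained in pooled yeast measured as flow cytometry median fluorescence; 0% = buffer negative control and 100% = Enniatin B positive control; higher means more Nile Red kept so more efflux inhibition; some compounds called inactive have numbers as strong as hits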
TPT1 inhibitor = inhibitors of Candida albicans tRNA 2'-phosphotransferase TPT1; recombinant caTPT1, FP RNA substrate dephosphorylation; inhibition, % at 5 µM; hit rate 0.81% among 300,000; AID 1962;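 active = inhibition above the mean of all tested compounds plus 3 SD, set per screening campaign, cut at about 24% in these data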;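 also: plate controls were DMSO alone for no effect and ferristatin control at 100 nM for full effect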
PP1 inh = PP1-alpha (human) inhibition in PP5 counter-screen. AID 2235. purified PP1alpha, OMFP fluorescence. inhibition, % at 6.7 µM. hit rate 0.9% among 320,000. P62136;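 active = inhibition above the mean inhibition of all tested compounds plus 3 SD, computed separately for each screening campaign, cut at about 15% in these data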
Target sequence (P62136 whole entry, looked up): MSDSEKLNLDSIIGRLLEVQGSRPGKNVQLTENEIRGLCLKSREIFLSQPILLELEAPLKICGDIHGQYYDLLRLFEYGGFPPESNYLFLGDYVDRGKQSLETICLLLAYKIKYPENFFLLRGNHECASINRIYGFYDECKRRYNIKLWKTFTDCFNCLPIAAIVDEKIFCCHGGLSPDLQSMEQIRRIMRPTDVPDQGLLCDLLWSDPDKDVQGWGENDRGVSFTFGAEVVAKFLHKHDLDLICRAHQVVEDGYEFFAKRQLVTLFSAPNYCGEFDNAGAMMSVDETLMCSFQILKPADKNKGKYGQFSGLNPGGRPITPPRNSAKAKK
PREPL inhibitor = inhibitors of human prolyl oligopeptidase-like enzyme PREPL | AID 2751 | Q4J6C6 | hit rate 0.68% among 320,000 | inhibition, % at 5.96 µM | recombinant PREPL, fluorescence polarization activity-based probe; in the data active = inhibition above about 43%;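 also: 0% = enzyme with DMSO and 100% = wells lacking enzyme; many of its hits are not listed in these tables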
Numbers without * were called inactive; / = not tested or not shown.

SMILES	EBNA-1 inhibitor	Fh CTSL1 inh	ZTA counter	core dimer inh	PP5 inh	Efflux pump inh	TPT1 inhibitor	PP1 inh	PREPL inhibitor
COc1ccc(S(=O)(=O)N2CCCC(C(=O)NCc3cccnc3)C2)cc1OC (centres undefined)	-10	1	-16	-2	1.7	0.0	-5	-8	2
Nc1nc(COC(=O)C2CC(=O)N(CCc3ccccc3)C2)nc(Nc2ccccc2)n1 (centres undefined)	/	/	-2	/	0.2	0.6	/	1	31
COc1ccc(-c2oc3ccccc3c2C#CC(C)(C)O)cc1	/	/	0	/	4.7	0.0	/	-6	9
Cc1ccc(N2CC(C(=O)Nc3cc(C(F)(F)F)ccc3N3CCCC3)CC2=O)cc1 (centres undefined)	-5	3	-1	4	-1.2	0.1	1	0	12
CCN(CC)S(=O)(=O)c1ccc(NC(=O)c2ccc(NS(C)(=O)=O)cc2)cc1	10	0	8	-2	-0.9	0.0	3	-2	-4
O=C(C1CCN(C2CC(=O)N(c3ccc(Cl)cc3)C2=O)CC1)N1CCOCC1 (centres undefined)	-1	1	-7	-5	1.1	-0.2	-6	-4	7
Cn1nnnc1SCC(=O)NCc1cc([N+](=O)[O-])ccc1O	1	-2	-6	0	-0.2	0.7	4	1	-5
COc1ccc(C(=O)O)cc1S(=O)(=O)Nc1cccc(C(F)(F)F)c1	-6	-2	7	2	-0.4	0.1	-1	2	5
COc1cccc(C(=O)N/N=C(/c2ccccc2)c2ccccn2)c1	-10	-1	-10	8	3.9	0.4	0	6	26
O=C(Nc1ccccn1)Nc1cccs1	4	-3	-6	-1	0.1	0.0	3	2	-8
CSc1cccc(NC(=S)N(CCCN2CCCC(C)C2)Cc2cccs2)c1 (centres undefined)	-13	11	-30	2	6.3	0.0	-1	1	-22
O=S1OC(c2ccccc2)c2cc(Cl)ccc21 (centres undefined)	-4	1	-22	-32	-3.4	0.0	-2	11	-8
C=CCNc1nc(Cl)ncc1F	-11	0	-14	-15	0.1	0.2	2	-2	1
COc1ccc(N2CCN(S(=O)(=O)c3ccc(Cl)s3)CC2)cc1	-1	12	3	-1	-1.5	-0.3	-3	9	14
COC(=O)CNC(=O)CN1C(=O)N(c2ccc(Cl)cc2)C(N(O)C(=O)Nc2ccc(Cl)cc2)C1(C)C (centres undefined)	-15	-1	-5	-4	3.8	0.0	4	2	-33
COC(=O)C1=C(C)N(CC2CC2)C(=NCc2cc(OC)c(OC)c(OC)c2)N[C@H]1c1ccccc1	-2	-5	-18	-10	1.4	-0.1	-4	0	9
COCCN1Cc2cccc(C(=O)N3CCN(c4cc(C)ccc4C)CC3)c2C1=O	7	2	-5	5	3.0	0.0	1	-4	14
N#CC1=C(N)C(C#N)(C#N)C(c2cccnc2)C2CC(c3ccccc3)CC=C12 (centres undefined)	5	1	-7	9	0.9	-0.2	-59	-2	44*
CN1CCN(c2ncc3c(n2)CC(c2ccccc2F)CC3=O)CC1 (centres undefined)	-6	3	1	2	1.4	-0.1	0	1	10
CCCN(CCC)S(=O)(=O)c1ccc(C(=O)Nc2nnc(COC)o2)cc1	8	5	-9	-14	1.6	0.1	1	11	9
Cc1ccc(-c2nn3c(C)nnc3c3ccccc23)cc1S(=O)(=O)NCCO	-15	-2	-15	-9	1.2	-0.1	-9	-1	23
CCCNC(=O)c1ccc(COc2cccc3ccccc23)o1	0	2	-3	22	2.3	-0.1	1	7	22
N#CCSc1nnc(COc2cccc3ccccc23)n1-c1ccccc1	2	1	-1	7	1.1	0.0	-4	3	-17
Cc1ccc(-n2nc(C)c3c(C)c(CCC(=O)NC(C)c4ccccc4)c(C)nc32)cc1 (centres undefined)	5	0	-3	1	0.4	-0.5	0	1	-4
COc1ccc2cc(CCNC(=O)c3cccs3)c(=O)[nH]c2c1	3	3	8	3	-0.9	0.1	-5	0	8
O=S(=O)(c1cc(Br)c(Cl)s1)N1CCCC1	-12	-2	-8	0	1.4	0.3	-2	2	5
COc1cc(-c2nnc(SCC(=O)c3cc(C)n(CC4CCCO4)c3C)o2)cc(OC)c1OC (centres undefined)	2	-2	-7	7	2.4	0.4	-2	1	5
CCN(CC(=O)NCc1cccs1)C(=O)/C=C/c1ccc(C)cc1	/	/	7	/	1.2	-0.1	/	-3	-16
Cc1cccc([C@@H]2[C@@H]3C(=O)N(Cc4ccccc4)C(=O)[C@@H]3[C@]3(Cc4ccccc4)C(=O)N(c4ccccc4)C(=O)N23)c1	6	-1	16	8	2.5	0.0	-4	8	-5
CCCN1Cc2cccc(C(=O)NCCCOC(C)C)c2C1=O	6	1	10	-5	-0.3	0.0	-1	0	-1
Oc1ccc(-c2csc(Nc3cccnc3)n2)cc1	-2	4	-7	-8	2.7	-0.3	-1	-4	22
NC(=O)CCCn1c(C(=O)c2ccc(Cl)cc2)c2ccc([N+](=O)[O-])cc2[n+]1[O-]	-11	3	-17	-4	2.2	0.1	0	-2	15
COc1ccc(C#Cc2c(-c3ccc(OC)cc3)oc3ccc(-c4ccc(OC)cc4)cc23)cc1	2	-1	10	-23	2.1	-0.1	0	0	7
CCOC(=O)N1CCN(C(=O)C(NC(=O)c2ccc(C(C)(C)C)cc2)C(C)C)CC1 (centres undefined)	/	/	12	/	-1.0	0.0	/	-3	-1
NC(=O)NCCCC(=O)O	-14	-3	-8	1	4.0	0.2	-1	-1	2
COc1cccc(C(=O)NCC(=O)N/N=C/c2cccs2)c1	12	0	4	-5	1.4	0.2	-1	2	-4
COc1ccc2c(c1)nc(SCC(=O)c1cccs1)n2C	9	1	13	11	-0.4	0.0	0	1	-1
CNC(=O)C12CC3CC(C1)CC(c1ccc(C)cc1)(C3)C2	-4	2	12	8	-1.2	0.0	-3	-2	-8
Cc1cc(C)nc(NS(=O)(=O)c2ccc(NC(=O)C(C)Oc3ccccc3F)cc2)n1 (centres undefined)	-1	-1	-12	-12	1.3	-0.2	1	-1	2
C1CCc2nc3c(nc2C1)CCCC3	-15	1	1	1	4.3	0.1	0	0	8
COc1cccc(CCC(=O)N(C)C2CCCN(Cc3ccccc3F)C2)c1 (centres undefined)	-7	-4	-9	1	0.8	0.0	0	-1	-13
COc1ccc(NC(=O)c2ccc(NC(=O)CSc3nc(N)cc(=O)[nH]3)cc2)cc1	/	/	-8	/	2.7	-0.2	/	1	-2
CC(C)(C)C(=O)Cn1c[n+](N)cn1	-3	0	3	0	4.3	-0.1	-5	2	-7
Cn1cccc1-c1cc(C(=O)N/N=C/c2ccccc2Cl)[nH]n1	5	2	8	5	4.5	0.0	-1	0	15
Cc1cccc(NC(=S)NCc2ccc3[nH]c4c(c3c2)CCCC4)c1	2	-2	-7	4	2.6	0.0	2	-1	12
COC(=O)c1nn2c(C(F)(F)F)cc(-c3ccc(Br)o3)nc2c1Br	-1	1	-15	-3	-1.0	-0.1	3	-1	16
CCOC(=O)c1cc2c(nc1NC(=S)Nc1ccccc1)CC(C)(CC)OC2 (centres undefined)	-1	1	-16	-6	2.3	-0.1	-1	-3	13
O=C(Oc1cc(-c2ccccc2)no1)c1cccc(C(F)(F)F)c1	-6	-4	5	-2	2.0	-0.3	1	-4	2
O=C1CN(C(=O)c2ccc(Br)o2)C(c2ccccc2)c2cc(Br)ccc2N1 (centres undefined)	-15	0	-7	7	4.3	0.3	-4	4	7
Cc1nn(S(=O)(=O)c2cccs2)c(C)c1Sc1ccc([N+](=O)[O-])cc1	7	1	-8	9	0.8	0.0	-16	0	1
CCCCNC(=O)CC1N=C2c3ccccc3N=C(SCC(=O)Nc3ccc(OC)cc3)N2C1=O (centres undefined)	7	0	-1	2	1.1	-0.2	-3	5	29
CCOc1ccc(/C=N/NC(=O)NC23CC4CC(CC(C4)C2)C3)cc1O	-11	-1	-9	-1	6.0	0.4	2	1	12
COc1ccc(/C=C2\CCC(C3CCCC3)C2=O)cc1OC (centres undefined)	2	3	-4	5	2.6	0.2	2	0	-4
COc1ccc(-c2coc3cc4oc(=O)c5ccccc5c4cc23)cc1F	1	4	5	12	1.9	-0.1	-2	-2	-14
Fc1ccccc1CCNc1nnnn1-c1ccccc1	-5	2	1	0	-3.8	0.0	0	-2	12
COc1ccc(NS(=O)(=O)c2ccc(N3CCCC3)c(NC(=S)Nc3cccc(C)c3C)c2)cc1	-9	4	-14	21	2.5	-0.5	0	5	5
CC(C)Cc1nnc(NC(=O)CC(C)c2ccccc2)s1 (centres undefined)	-8	1	-2	-1	1.6	0.0	0	4	-9
Clc1ccc2[nH]c3c(N4CCC5(CC4)OCCO5)ncnc3c2c1	4	2	-2	-3	0.7	0.1	-4	0	19
Cc1cccc(OCC(=O)NCC(=O)N/N=C/c2cc(Br)cc(Br)c2O)c1	-14	4	-1	4	0.2	0.0	5	12	10
CSc1nsc(SCC(=O)Nc2nc3ccc(C)cc3s2)n1	32*	1	10	1	-0.4	0.2	2	26*	-4
Carrying on:
SMILES	EBNA-1 inhibitor	Fh CTSL1 inh	ZTA counter	core dimer inh	PP5 inh	Efflux pump inh	TPT1 inhibitor	PP1 inh	PREPL inhibitor
O=C(CCl)Nc1ccccc1C(=O)c1ccccc1	-3	11	-1	2	0.1	0.0	0	-3	-4
Cc1nc(NC(=O)CCCC(=O)Nc2nc(C)c(C)s2)sc1C	0	-1	-20	-3	3.6	-0.3	-5	1	6
CCOC(=O)COc1cccc2c(=O)n(CC(=O)NCc3ccccc3)ccc12	9	-2	1	-1	1.5	-0.3	-1	3	-2
O=C(COC(=O)CCc1nc2ccccc2c(=O)[nH]1)Nc1ccccc1OC(F)F	/	/	-11	/	0.2	-0.2	/	-4	3
COc1ccc(-c2csc(NC(=S)NC(=O)/C=C/c3ccco3)n2)cc1OC	6	-5	6	16	2.6	-0.2	2	0	12
COc1ccc(C(=O)N2CCc3cc(OC)c(OC)cc3C2c2cccc([N+](=O)[O-])c2)cc1OC (centres undefined)	8	-1	7	14	0.7	0.0	-1	4	-10
CC1(C)CC(=O)C2=C(C1)NCN(Cc1ccccc1)C2	4	-1	10	-7	-0.2	0.0	-2	-2	-4
OCCCNC(=S)Nc1ccc(Oc2ccccc2)cc1	3	1	-31	-12	-0.2	-0.4	-2	-1	2
Cc1[nH]c2ccccc2c1/C=C(\C#N)C(=O)NCC1CCCO1 (centres undefined)	13	5	12	-3	1.5	-0.1	0	2	4
O=C(O)Cn1cc(/C=C/[N+](=O)[O-])c2ccccc21	-5	1	-18	0	1.4	-0.2	4	0	-4
O=C(CN1C(=O)NC2(CCCCC2)C1=O)N1CCN(c2ncccn2)CC1	/	/	-12	/	-1.1	-0.2	/	-3	15
CC(=O)c1c(C)[nH]c(C(=O)NCCCN2CCCC2)c1C	-1	-1	6	2	4.5	-0.1	-4	-4	7

This is a subset; the hit share may differ from the screen's.
